Bioassay records from PubChem BioAssay.
AID2073: inhibitors of Mint1-CaV2.2 protein interaction, biochemical, HTRF (AID 2073) | HTRF protein-protein interaction, Mint1-CaV2.2; higher % means a stronger effect | inhibition, % at 20 µM, or IC50 in µM where a hit was titrated | 290,000 tested, 0.19% active; in the data active means inhibition mostly above about 51%, no sharp cut-off; inconclusive means no clear call, values can overlap the other calls; inactive means mostly below about 53%; further: some results filed as inactive read as strong as hits
MgcRacGAP inhibition: MgcRacGAP GTPase-activating activity inhibitors, confirmation, biochemical, ADP Hunter fluorescence. inhibition, % at 30 µM; hits with a dose series show IC50 in µM. AID 624330. MgcRacGAP-stimulated Rac1 GTP hydrolysis, ADP Hunter fluorescence; higher % means a stronger effect; GST-tagged Rac1 F28L mutant substrate. 340,000 tested, 0.6% active;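 active means first-screen hits whose inhibition reached a set limit at any dose in the follow-up dose series; inconclusive means inhibition above the set first-screen limit but never retested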;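 further: fluorescence reports GDP produced by GAP-driven GTP hydrolysis; strong numbers were not always called active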
Dengue-2 NS5 capping: Dengue-2 NS5 methyltransferase inhibitors, primary screen, biochemical, confirmation dose response (AID 588689); Dengue-2 NS5 methyltransferase capping enzyme assay, biochemical; higher % means a stronger effect; inhibition, % at 25 µM; hits with a dose series show IC50 in µM; 340,000 tested, 0.3% active; in the data active means a potency from the dose series; inconclusive means inhibition above about 29% without an active follow-up result
NTR1 ag: agonists of NTR1, primary screen, imaging, U2OS cells, beta-arrestin-GFP, high content (AID 493036) | P30989 | NTR1-U2OS beta-arrestin-GFP spot imaging, agonist mode | activation, % at 20 µM | 330,000 tested, 0.17% active;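 active means activation at or above 40% of the spot to cytoplasm intensity ratio, with at least 20 cells analyzed; inconclusive means wells under 20 cells, flagged as cytotoxic or low count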;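 further: 0% = DMSO without peptide and 100% = 100 nM NTR1 peptide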
Target sequence (P30989 whole entry, looked up): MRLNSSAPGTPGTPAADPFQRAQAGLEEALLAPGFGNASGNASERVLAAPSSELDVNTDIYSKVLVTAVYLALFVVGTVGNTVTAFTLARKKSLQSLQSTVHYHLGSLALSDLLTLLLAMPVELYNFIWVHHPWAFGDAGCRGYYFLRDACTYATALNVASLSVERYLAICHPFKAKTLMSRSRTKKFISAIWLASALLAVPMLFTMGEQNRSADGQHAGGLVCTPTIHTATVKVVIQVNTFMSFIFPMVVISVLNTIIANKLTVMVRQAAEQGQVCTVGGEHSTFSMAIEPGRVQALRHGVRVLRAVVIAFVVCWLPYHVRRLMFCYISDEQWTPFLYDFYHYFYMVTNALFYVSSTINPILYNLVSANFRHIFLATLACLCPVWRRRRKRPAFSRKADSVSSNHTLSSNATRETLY
K1F lysis inhibition: inhibition of K1F phage lysis, E. coli UTI89, bacterial capsule biogenesis inhibitors, alamar blue (AID 488966); E. coli UTI89 K1F phage lysis, alamar blue, 2 h; higher % means a stronger effect; inhibition, % at 100 µM; hits with a dose series show IC50 in µM; 340,000 tested, 0.02% active;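 active means phage lysis inhibition, versus mean bacterial control, above a set limit; inconclusive means no clear call, values can overlap the other calls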;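 further: capsule biogenesis inhibitors block K1F phage lysis so surviving cells raise fluorescence; higher fluorescence means more inhibition of phage lysis; actives were called in the ten point dose series up to 300 µM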
RSV antiviral HEp-2: inhibition of RSV-induced cytopathic effect – HEp-2 cells, primary 10 µM value included (AID 2391); HEp-2 cells, RSV-induced CPE inhibition; higher % means a stronger effect; CPE inhibition, % at 10 µM, or IC50 in µM where a hit was titrated; 310,000 tested, 0.13% active; in the data active means a potency from the dose series; inconclusive means CPE inhibition mostly from about 23% at the one dose, without a potency; inactive means the rest, 99 in 100 with CPE inhibition below about 21%; further: strong numbers were not always called active
Large T inhibition: SV40 large T antigen inhibitors, biochemical (AID 1903) | 310,000 tested, 0.39% active | SV40 large T antigen ATPase/helicase inhibition assay; higher % means a stronger effect | inhibition, % at 20 µM; hits with a dose series show IC50 in µM; in the data active means a potency from the dose series; inconclusive means inhibition mostly from about 32% at the one dose, without a potency; inactive means the rest, 99 in 100 with inhibition below about 32%; further: strong numbers were not always called active
Siah-1 displacement: Siah-1 peptide-binding antagonists, primary screen, biochemical, fluorescence polarization, rhodamine-plectin, uHTS (AID 1817). Siah-1 / rhodamine-plectin peptide fluorescence polarization; higher % means a stronger effect. 290,000 tested, 0.02% active. displacement, % at 20 µM; hits with a dose series show IC50 in µM;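 active means displacement of at least 50% at 20 µM, with a fluorescence ratio check between 0.3 and a set limit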;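 further: plate controls were Siah plus tracer with DMSO for no effect and tracer alone without Siah for full effect; strong numbers were not always called active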
West Nile antiviral: West Nile virus antiviral activity, cell-based, CPE readout (AID 1621); 290,000 tested, 0.02% active; West Nile virus-infected cells, CPE inhibition; higher % means a stronger effect; CPE inhibition, % at 10 µM; hits with a dose series show IC50 in µM; in the data active means a potency from the dose series; inconclusive means CPE inhibition mostly from about 3.7% at the one dose, without a potency; inactive means the rest, 99 in 100 with CPE inhibition below about 2.2%; further: strong numbers were not always called active
NTR1 ag cell count 20 µM: recorded beside NTR1 ag, whose call it bears; cell count; measured here: cell count, cytotoxicity flag
Dengue-2 NS5 capping pilot replicate: recorded beside Dengue-2 NS5 capping, whose call it bears; inhibition, %; measured here: pilot screen replicate inhibition
An asterisk follows results filed as active; ? = inconclusive; · = no result given; [ ] = another dose, or the depositor's remark. Compounds as they come; any-hit rate near 1.6%.

SMILES | AID2073 | MgcRacGAP inhibition | Dengue-2 NS5 capping | NTR1 ag | NTR1 ag cell count 20 µM | K1F lysis inhibition | RSV antiviral HEp-2 | Large T inhibition | Siah-1 displacement | West Nile antiviral | others
C=CCNC(=O)c1onc(CSc2ccc(Cl)cc2)c1C(=O)NCC=C | -12% | 8% | 4% | -0.8 | 101 | 0.9% | 9.4% | 19% | 13% | -1.2%
O=C(O)CCCCCNC(=O)OCC1c2ccccc2-c2ccccc21 | 8% | 6% | 6% | 2.3 | 58 | 0.0% | 0.2% | 5% | 5% | -0.3%
CC(=O)N1CCN(S(=O)(=O)c2cccc(C(=O)Nc3ccccc3N3CCCCC3)c2)CC1 | · | -1% | -4% | 2.7 | 69 | 0.9%[50 µM] | · | · | · | ·
Cc1ccc(C(=O)NCCONC(=O)c2ccc(C)cc2)cc1 | 2% | 6% | -1% | 0.2 | 68 | -0.1% | 3.0% | 9% | -1% | -0.7%
CN(C)CCCC1(O)c2ccccc2C=Cc2ccccc21 | 2% | 6% | -5% | -2.5 | 88 | -0.2% | 0.4% | 7% | 2% | 0.5%
CCc1c(C2(O)CCCCC2)[nH]c2cnccc12 | · | 6% | -8% | 1.9 | 51 | 1.3% | 0.9% | · | · | ·
O=C(NNS(=O)(=O)c1ccccc1)c1cnn(-c2ccccc2)c1-n1cccc1 | -5% | 7% | -4% | 0.1 | 93 | 0.6% | 0.6% | 9% | -3% | 0.7%
O=c1[nH][nH]cc1C=Nc1ccc(Cl)cc1 | 9% | 17% | -5% | -1.0 | 75 | 0.2% | 3.5% | 5% | 15% | -0.5%
NNC(=S)Nc1ccc(S(=O)(=O)N2CCOCC2)cc1 | -30% | 9% | -8% | -1.3 | 57 | 0.2%[50 µM] | -1.3% | 23% | 10% | 0.0%
Cc1nn(C)c(C)c1S(=O)(=O)N1CCCC(C(=O)N2CCN(c3ccccc3)CC2)C1 (stereo not drawn) | -2% | 0% | -5% | -2.2 | 88 | 8.6% | 1.7% | 9% | -1% | ·
COc1ccc(N2CCN(c3nc4cc(C)ccc4cc3C=O)CC2)cc1 | 10% | 2% | -16% | 10 | 40 | 0.0% | ? | 12% | 6% | -1.4%
O=S(=O)(c1cc(-c2nnc(-c3ccc(Br)cc3)o2)ccc1Br)N1CCCCCC1 | 18% | 4% | -3% | 0.4 | 43 | 0.7% | 2.8% | 5% | 1% | -0.4%
Nc1ccc(-c2nc3cc([N+](=O)[O-])ccc3o2)cc1 | 39% | 7% | 4% | -0.4 | 54 | 0.1% | ? | -2% | -11% | 1.1%
Cn1c(=O)nc2n(Cc3ccccc3)c3ccccc3cc-2c1=O | 20% | 3% | -3% | 2.7 | 63 | 0.6%[50 µM] | 2.2% | 7% | 3% | 0.0%
CCc1cccc(C)c1NC(=O)COC(=O)CNS(=O)(=O)/C=C/c1ccccc1 | -3% | 8% | -6% | -1.6 | 49 | 1.4%[50 µM] | 1.5% | 2% | 0% | 0.0%
O=C(NCC(=O)N(c1ccccc1F)C(C(=O)NC1CCCC1)c1cccnc1)c1ccco1 (stereo not drawn) | 3% | 8% | -3% | 17 | 42 | 0.3% | 0.4% | 6% | 2% | 0.0%
COc1ccc(-c2cc(C(=O)NCCCn3ccnc3)no2)cc1OC | 8% | 2% | 2% | -0.4 | 79 | 0.4% | 1.6% | 2% | 1% | -0.2%
N#CC1=C(N)OC2=C(C(=O)CCC2)C1c1ccc2c(c1)OCO2 (stereo not drawn) | 10% | 3% | -14% | 2.5 | 52 | -1.6% | 0.1% | 11% | 4% | 0.5%
C[C@H](NC(=O)c1nc[nH]c1C(=O)NCc1ccc(CNC(=O)OC(C)(C)C)cc1)C(=O)OC(C)(C)C | 17% | 6% | 3% | 9.5 | 87 | 0.9% | 3.2% | 3% | 2% | 0.0%
OCCN1C2=NCCCN2c2ccccc21 | 13% | 0% | -5% | 0.2 | 47 | -0.6% | 0.2% | 8% | -2% | 0.0%
Cc1noc(NC(=O)c2cccc(Cl)c2Cl)c1C#N | 4% | 7% | -6% | 0.6 | 41 | 0.4% | 0.8% | 36% | 1% | 0.2%
COc1ccccc1S(=O)(=O)Cc1ccc(C(=O)N2CCOCC2)o1 | 43% | 4% | 0% | -2.2 | 69 | 1.8% | -0.6% | 7% | 2% | 0.0%
COc1ccc(/C=C2/C(=O)ON=C2c2ccccc2)cc1OC | 30% | 15% | -18% | 4.5 | 58 | -2.4% | 1.6% | 12% | 6% | 0.0%
C/C(=N\N1CCN(Cc2ccc(Cl)cc2)CC1)c1ccc(F)cc1 | 3% | 10% | -2% | 0.6 | 50 | 0.7% | 3.6% | 9% | 4% | -0.1%
COc1cc(C2=CN(Cc3ccccc3)CCC2=O)cc(OC)c1OC | · | 4% | -10% | -1.6 | 57 | 0.5% | · | · | · | ·
O=C(NCc1ccco1)C1CC(=O)N(c2ccc(Cl)cc2)C1 (stereo not drawn) | -5% | 0% | -8% | 0.2 | 48 | -2.5% | 0.4% | -4% | -5% | -0.3%
CC(=O)N1CCC(=NNS(=O)(=O)c2ccc(C)c([N+](=O)[O-])c2)CC1 | -11% | 0% | 7% | 0.7 | 79 | -0.1% | 2.0% | 5% | 0% | 0.5% | Dengue-2 NS5 capping pilot replicate=2.4
COc1cccc(CNC(=O)Cc2nc3nc(C)cc(C)n3n2)c1 | 1% | 6% | -5% | -0.3 | 40 | 1.1% | 1.7% | 6% | 6% | -1.0%
O=[N+]([O-])c1ccc(N2CCN(c3ccc(Cl)nn3)CC2)cc1NC1CC1 | · | 0% | -2% | 1.1 | 84 | -0.3% | 0.2% | · | · | 0.1%
COc1ccc(CNC(C)C23CC4CC(CC(C4)C2)C3)c(OC)c1OC (stereo not drawn) | -4% | 6% | -5% | 0.5 | 49 | 0.5% | -0.8% | 12% | -4% | -1.2%
Cc1nc(SCC(=O)NC2CCCCC2)[nH]c(=O)c1C | 4% | 6% | 6% | -2.4 | 63 | -1.3%[50 µM] | -2.6% | 18% | -6% | 1.4%
CCOC(=O)C1(CCOc2ccccc2)CCN(Cc2cccc(OC)c2)CC1 | · | 3% | -10% | · | · | -0.2% | 6.6% | 7% | · | -1.5%
O=C(Nc1nc(-c2ccc(-c3ccccc3)cc2)cs1)C1CCCO1 (stereo not drawn) | 7% | -3% | -8% | 1.4 | 35 | 1.0% | 3.6% | 2% | 2% | -0.3%
COc1ccc(C2NC(=S)NC3=C2CCc2ccccc23)cc1OC (stereo not drawn) | 10% | 4% | 0% | -2.7 | 64 | 0.3%[50 µM] | 5.2% | 13% | 5% | -0.6%
Cc1cc(C)cc(NC(=O)C(=O)NCCCN2CCCC2=O)c1 | · | 11% | 4% | 1.1 | 73 | 1.1%[50 µM] | 1.4% | 20% | · | ·
Cc1ccc(NC(=O)CN(C)C(=O)Cn2c(=O)oc3ccccc32)cc1 | · | 3% | -12% | -2.9 | 68 | 0.3%[50 µM] | 1.1% | · | · | ·

Reprinted at random: two compounds from above.
SMILES | AID2073 | MgcRacGAP inhibition | Dengue-2 NS5 capping | NTR1 ag | NTR1 ag cell count 20 µM | K1F lysis inhibition | RSV antiviral HEp-2 | Large T inhibition | Siah-1 displacement | West Nile antiviral | others
Cc1nc(SCC(=O)NC2CCCCC2)[nH]c(=O)c1C | 4% | 6% | 6% | -2.4 | 63 | -1.3%[50 µM] | -2.6% | 18% | -6% | 1.4%
CCOC(=O)C1(CCOc2ccccc2)CCN(Cc2cccc(OC)c2)CC1 | · | 3% | -10% | · | · | -0.2% | 6.6% | 7% | · | -1.5%

Following part
SMILES | AID2073 | MgcRacGAP inhibition | Dengue-2 NS5 capping | NTR1 ag | NTR1 ag cell count 20 µM | K1F lysis inhibition | RSV antiviral HEp-2 | Large T inhibition | Siah-1 displacement | West Nile antiviral | others
COC(=O)C(C)Oc1ccc(-c2nccc(-c3cccs3)n2)cc1 (stereo not drawn) | 12% | 1% | -3% | 3.3 | 56 | -0.2% | 2.1% | 5% | 3% | -0.3%
CN(c1ccc(C(=O)Nc2nccs2)cc1)S(=O)(=O)c1ccccc1 | -6% | 10% | 1% | 1.8 | 45 | 1.4% | 3.2% | 5% | -3% | -0.5%
CCOC(=O)CNC(=O)c1cccnc1Oc1ccc(Cl)cc1 | -3% | 0% | -13% | 1.6 | 46 | -0.3% | 1.2% | 6% | 4% | 0.2%
CSc1ccn(CCC(=O)O)c(=O)n1 | -12% | 6% | -4% | -2.2 | 52 | 2.1% | 0.6% | 3% | 0% | 0.4%
COc1ccc(-c2[nH]ncc2CN(CCO)CC23CC4CC(CC(C4)C2)C3)c(OC)c1 | -11% | -3% | -6% | 3.1 | 61 | 0.2% | -1.6% | 9% | -3% | -0.3%
CCC(CC)COC(=O)C(C#N)c1nc2ccccc2nc1N1CCN(CC)CC1 (stereo not drawn) | -3% | 2% | -4% | 22 | 71 | 4.9% | -3.0% | 16% | -1% | ?
Cc1nn(-c2ccccc2)c2sc(C(=O)O)cc12 | 18% | 4% | 3% | -2.4 | 88 | -0.1% | 0.0% | 6% | -3% | 0.4%
CCCS(=O)(=O)Nc1c(OC)ccc2c1c(C(=O)OCC)c(C)n2C | -4% | -5% | -3% | 3.0 | 51 | -5.4% | 2.6% | 15% | -4% | 0.3%
Cc1ccc(N(CN2C(=O)NC(C)(C)C2=O)CN2C(=O)NC(C)(C)C2=O)cc1 | 7% | 5% | -1% | -0.9 | 74 | -0.1% | 1.2% | 4% | 0% | 0.2%
O=C(NC1CCCCC1)c1ccccc1NC(=O)C1CC(=O)N(c2ccccc2)C1 (stereo not drawn) | 4% | -5% | -3% | -2.0 | 77 | -0.2% | 0.7% | 6% | -2% | -0.7%
CC(O)/C=C/c1ccc2ccccc2n1 (stereo not drawn) | 0% | -3% | -13% | -0.5 | 57 | 1.6% | 14% | 3% | 1% | ?
CN1CCN(C(=O)CN(Cc2ccc(Cl)cc2)S(C)(=O)=O)CC1 | 7% | -3% | -7% | -0.5 | 62 | 0.0% | 0.1% | 4% | -1% | -0.3%
COc1cc(CNC(=O)C2CCCN2S(=O)(=O)c2ccccc2)cc(OC)c1OC (stereo not drawn) | -1% | 9% | 7% | -0.4 | 41 | 0.4% | 1.0% | 2% | 6% | -0.8%
O=C(O)c1ccc(NS(=O)(=O)c2cccc(C(=O)Nc3ccccc3[N+](=O)[O-])c2)cc1 | -2% | 5% | 4% | -1.6 | 86 | 0.1% | · | · | -1% | -0.3%
Cc1ccc(NS(=O)(=O)c2ccc(C(=O)N3CCN(c4ncccn4)CC3)cc2)cc1 | -3% | -7% | -11% | 1.2 | 33 | -2.0% | 9.3% | 11% | 0% | -0.9%
